UPR CHOP act = activators of apoptotic CHOP UPR arm, primary screen, cell-based, CHO-CHOP luciferase reporter, luminescence, uHTS; UPR activation; percent of tunicamycin response over DMSO baseline; activation, % at 10 µM; 330,000 compounds, 0.34% hits; AID 449763, 2010;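 active means at 10 µM dose, activation of 40% or more, normalized to positive control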;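 further: 100% = tunicamycin at 10 µg/mL and 0% = DMSO alone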
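assay system = CHO CHOP reporter cells | amount = 500 CHO-CHOP cells per well | buffer or medium = F12 with 10% FBS | incubation = 16-18 h cell attachment, then 6 h compound exposure, 37 °C | detection = luminescence read with Steady-Glo | read-out = percent activation relative to tunicamycin control | controls = tunicamycin high control, DMSO low control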
CCR6 antag = CCR6 receptor antagonists, primary screen, cell-based, CHO-K1, luminescence, beta-arrestin, uHTS; C-C chemokine receptor type 6 (Homo sapiens), P51684; CHO-K1 CCR6 PathHunter beta-arrestin, CCL20-stimulated; inhibition, % at 20 µM; 340,000 compounds, 0.49% hits; AID 493098, 2011;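 active means compounds whose inhibition of the agonist-driven luminescence signal at 20 µM reaches about 50%, limit read from the data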;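 further: cells stimulated with CCL20 at 14 nM final; plate controls were DMSO with CCL20 for no effect and DMSO without agonist for full effect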
Jurkat NFkB inh = inhibitors of induced NF-kB luciferase reporter, primary screen, TCR NF-kB activation inhibitor project, cell-based, luminescence, uHTS; inhibition, % at 4 µM; 330,000 compounds, 0.53% hits; Jurkat, PMA/ionomycin-induced NF-kB luciferase reporter; in the data active means inhibition above about 50%
CXCR6 inh = CXCR6 receptor inhibitors, primary screen, cell-based, beta-arrestin, luminescence, CHO-K1 PathHunter, 1536-well; inhibition, % at 20 µM; AID 602244, 2012; 360,000 compounds, 0.36% hits; C-X-C chemokine receptor type 6 (Homo sapiens), O00574; in the data active means inhibition above about 34%, passing the limit was not always enough;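 further: antagonist mode with CXCL16 agonist at 10 nM final; 0% = 10 nM CXCL16 with DMSO and 100% = unstimulated wells without agonist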
697 NFkB inh = inhibitors of PMA/ionomycin-induced NF-kB reporter, 697 cells, primary screen, B-cell NF-kB inhibitor project, cell-based, luminescence, uHTS; 697 B-cell NF-kB luciferase reporter, 16 h; inhibition, % at 4 µM; 330,000 compounds, 0.33% hits; in the data active means inhibition above about 35%
UPR XBP1 act = activators of adaptive XBP1 UPR arm, primary screen, cell-based, CHO-XBP1 luciferase reporter, luminescence, uHTS | AID 463104, 2010 | activation, % at 20 µM | IRE1-XBP1 UPR activation; percent of tunicamycin response, DMSO as zero | 330,000 compounds, 0.33% hits;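 active means versus positive control, 20 µM dose yields 30% or more activation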;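 further: 100% = tunicamycin at 10 µg/mL and 0% = DMSO only wells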
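Material: CHO cell line with stable XBP1 luciferase reporter; schedule: 16-18 h cell attachment at 37 °C, then 6 h compound exposure; signal: glow luminescence from Steady-Glo reagent; medium: serum-containing F12 medium, 10% FBS; benchmarks: tunicamycin 10 µg/mL and vehicle-only wells; read-out: percent activation relative to tunicamycin reference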
Gli-Sufu block = Gli-Sufu pathway antagonists, primary screen, luciferase luminescence, Sufu-KO-LIGHT cells, uHTS. Sufu-KO-LIGHT fibroblasts, Gli luciferase reporter luminescence. 340,000 compounds, 0.74% hits. inhibition, % at 5 µM;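 active means inhibition above about 55%, limit read from the data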;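 further: 0% = DMSO-treated cells and 100% = wells with medium but no cells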
Mdm2-MdmX inh = inhibitors of human Mdm2-MdmX association, primary screen, cell-based, luminescence, split luciferase, SaOS-2, uHTS; SaOS-2 split-luciferase Mdm2/MdmX complementation; 330,000 compounds, 3% hits; AID 485346, 2010; inhibition, % at 8 µM; Protein Mdm4 (Homo sapiens) + E3 ubiquitin-protein ligase Mdm2 (Homo sapiens), …;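 active means inhibition of at least 50% at 8 µM in the primary screen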
Target sequence (O15151 whole entry, looked up): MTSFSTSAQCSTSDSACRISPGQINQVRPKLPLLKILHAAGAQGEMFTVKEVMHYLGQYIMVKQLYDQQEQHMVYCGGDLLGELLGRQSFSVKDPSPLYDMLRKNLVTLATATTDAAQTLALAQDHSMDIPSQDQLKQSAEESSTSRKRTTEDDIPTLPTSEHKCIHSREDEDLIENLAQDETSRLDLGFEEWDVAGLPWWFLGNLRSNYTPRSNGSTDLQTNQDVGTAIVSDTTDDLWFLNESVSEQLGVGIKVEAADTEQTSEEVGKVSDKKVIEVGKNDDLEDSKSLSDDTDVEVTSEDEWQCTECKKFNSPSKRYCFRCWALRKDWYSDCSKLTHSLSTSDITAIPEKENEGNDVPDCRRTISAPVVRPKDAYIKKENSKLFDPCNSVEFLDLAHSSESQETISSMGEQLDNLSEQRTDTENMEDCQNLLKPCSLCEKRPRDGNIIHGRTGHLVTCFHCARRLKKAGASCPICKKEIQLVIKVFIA
Target sequence (Q00987 whole entry, looked up): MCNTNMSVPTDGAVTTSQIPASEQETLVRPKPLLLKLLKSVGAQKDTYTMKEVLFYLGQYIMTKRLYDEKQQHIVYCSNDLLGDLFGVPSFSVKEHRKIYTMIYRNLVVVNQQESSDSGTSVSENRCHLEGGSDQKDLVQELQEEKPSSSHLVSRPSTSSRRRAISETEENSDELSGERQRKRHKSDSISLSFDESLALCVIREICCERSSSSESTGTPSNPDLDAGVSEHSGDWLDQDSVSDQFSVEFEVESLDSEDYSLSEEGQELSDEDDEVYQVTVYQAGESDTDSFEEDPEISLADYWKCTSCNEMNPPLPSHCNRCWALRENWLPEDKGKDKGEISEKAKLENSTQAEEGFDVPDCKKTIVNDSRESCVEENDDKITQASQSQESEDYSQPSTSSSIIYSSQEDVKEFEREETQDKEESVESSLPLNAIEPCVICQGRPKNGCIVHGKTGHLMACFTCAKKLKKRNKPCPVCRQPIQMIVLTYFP
EBI2 block = EBI2 receptor antagonists, beta-arrestin recruitment, primary screen, cell-based, luminescence, 7a,25-OHC stimulation, uHTS. G-protein coupled receptor 183 (Homo sapiens), P32249. 360,000 compounds, 0.81% hits. inhibition, % at 5 µM. 7a,25-OHC stimulated; in the data active means inhibition above about 38%;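 further: enzyme fragment complementation signal reports receptor beta-arrestin coupling in cells; 0% = agonist plus DMSO wells and 100% = wells without agonist; some results beyond the cut were filed as inactive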
An asterisk follows results filed as active; nt = not tested or not shown.

SMILES	UPR CHOP act	CCR6 antag	Jurkat NFkB inh	CXCR6 inh	697 NFkB inh	UPR XBP1 act	Gli-Sufu block	Mdm2-MdmX inh	EBI2 block
FC(F)(F)c1ccc(-n2cn[nH]c2=S)cc1	-1.3	6	7	12	4	1	6	-8	-1
NC(=O)NC(CC(=O)NCCCc1ccccc1)c1ccccc1Cl (stereo unspecified)	2.5	14	3	-11	1	-2	-4	-4	-9
CCCCC(=O)Nc1cccc(-c2csc(-c3ccccc3)n2)c1	3.4	12	-5	-7	-20	2	-38	-1	18
COc1ccc(CNC(=O)c2cc(-c3ccccc3OC)on2)cc1	-0.9	3	7	-4	24	-1	2	0	1
O=C(CNC(=S)NC(=O)c1cccc([N+](=O)[O-])c1)c1ccccc1	1.5	14	-17	4	-5	2	-13	-20	-3
Cc1cccc(-n2c(SCC(N)=O)nc3c(c2=O)C2(CCCCC2)Cc2ccccc2-3)c1	2.2	20	6	11	3	0	7	40	25
COCCOC(=O)c1[nH]c2c(c1C)C(=O)CC(c1ccc(N(C)C)cc1)C2 (stereo unspecified)	1.4	12	1	-5	-6	1	-8	6	1
O=C(N/N=C/c1ccc(O)cc1)c1ccc(NC(=O)c2ccccc2Br)cc1	0.8	8	-1	6	0	-1	6	15	3
COCCCN(C(=O)CSCc1ccc(C)cc1)c1c(N)n(Cc2ccccc2)c(=O)[nH]c1=O	1.1	10	-12	-14	15	1	-6	-32	-10
CN(CC(O)COc1c(F)cc(Br)cc1F)C1CCCCC1 (stereo unspecified)	-2.3	17	2	6	-8	-3	13	7	6
Cc1ccc(S(=O)(=O)NC(C)c2ccccc2)cc1[N+](=O)[O-] (stereo unspecified)	2.3	5	1	1	11	-5	-6	15	6
CCCOc1ccc(CCN2CCC(=O)NC2=O)cc1C	8.2	25	-7	3	16	0	7	16	-3
Cc1ccc(Cn2c(C3CCCN3c3nc(-c4ccc(F)cc4)cs3)nc3cc(C(=O)NCCCO)ccc32)cc1 (stereo unspecified)	2.4	-3	6	7	5	-1	-14	27	-1
O=C(CSc1nc(-c2ccccc2)c(-c2ccccc2)o1)Nc1nncs1	-2.0	-14	9	-3	5	-2	8	1	9
COc1ccc(-n2c3c(c(=O)[nH]c2=O)C(NC(C)=O)(C(F)(F)F)C(=O)N3)cc1 (stereo unspecified)	-1.4	-1	4	2	7	0	8	-1	1
Cc1ccc(OCC(=O)N(C)CC(=O)Nc2ccccc2Cl)c([N+](=O)[O-])n1	-0.5	8	-4	-4	4	-2	3	-4	7
CN(C1CCCCC1)S(=O)(=O)c1ccc(NC(=O)c2ccco2)cc1	0.4	-11	-2	3	0	-6	-3	2	1
CCOc1cccc2cc(C(=O)Oc3ccc(OC)cc3)c(=O)oc12	0.0	10	-12	4	-17	-3	28	-17	-1
Cc1cccnc1NC(=O)CSc1nnc(CNC(=O)c2cccc([N+](=O)[O-])c2)n1C	-0.3	-5	-7	2	20	-1	-32	17	-7
O=C(CN1CCOc2ccccc21)NCc1ccccc1	-1.2	2	4	-4	8	-3	0	10	8
O=C(c1cccs1)N1CCN(Cc2ccccn2)CC1	0.5	7	-10	4	-4	-3	3	-8	-8
O=C(CN1CCN(c2ccccc2)CC1)N1CCc2ccccc21	0.5	7	16	-7	7	4	6	20	-5
Cc1ccc(N=C2C(=O)Nc3ccc(C)c(Br)c32)cc1	3.7	99*	7	36	-4	1	1	-17	2
Cc1c(-c2cccs2)[n+](=O)c2c(n1[O-])CCC2	0.6	3	-25	5	-20	0	-1	-6	-7
Nc1[nH]c(=O)nc2snnc12	nt	6	nt	-1	nt	nt	-22	nt	-6

The final two records of the section above are carried over, then new ones follow:
SMILES	UPR CHOP act	CCR6 antag	Jurkat NFkB inh	CXCR6 inh	697 NFkB inh	UPR XBP1 act	Gli-Sufu block	Mdm2-MdmX inh	EBI2 block
Cc1c(-c2cccs2)[n+](=O)c2c(n1[O-])CCC2	0.6	3	-25	5	-20	0	-1	-6	-7
Nc1[nH]c(=O)nc2snnc12	nt	6	nt	-1	nt	nt	-22	nt	-6
COc1ccccc1N1CCN(C(=O)c2ccc(Br)o2)CC1	-0.7	11	6	2	-9	2	-7	26	-28
CCCCC(=O)c1c(C)cc(C)[nH]c1=O	1.4	1	5	-2	-2	1	6	22	-7
Cc1ccc(N2CC(C(=O)OCC(=O)Nc3cc(C)on3)CC2=O)c(C)c1 (stereo unspecified)	1.5	-21	12	8	13	2	-1	1	-12
O=C(O)CCC(=O)N1CCN(c2nc(-c3ccccc3Cl)c3cc(Br)ccc3n2)CC1	-3.2	6	1	-3	8	-6	5	0	2
CC(C)C[C@H](NC(=O)c1nc[nH]c1C(=O)NC1CCN(C(=O)OC(C)(C)C)CC1)C(=O)OC(C)(C)C	-2.3	10	25	13	3	2	-1	12	5
CC(C)(C)[C@H]1C=C(C(=O)Nc2ccccc2)O[C@@H](OCc2ccc(CO)cc2)C1	1.0	1	-1	3	0	0	4	13	0
COc1ccc(NC(=S)N2CCN(C(=O)C3CCCO3)CC2)cc1 (stereo unspecified)	3.6	0	3	4	-10	-1	-4	9	5
O=C1CSC(=S)N1Nc1ccccc1	nt	3	nt	2	nt	nt	-10	nt	-17
Cc1ccc(NC(=O)COC(=O)C2C3CC4OC(=O)C2C4C3)cc1 (stereo unspecified)	4.1	10	0	-9	-6	6	14	6	-16
COc1ccc(NC(=S)NCCC(c2ccccc2)c2ccccc2)c(OC)c1	-1.1	23	22	3	-12	1	8	25	-5
Nc1ccc2oc(-c3cc(Br)ccc3Cl)nc2c1	-4.5	-2	-72	-7	15	-3	-10	-69	0
COc1cc(Br)c(C(C)NC(=O)c2ccc(C)cc2)cc1OC (stereo unspecified)	0.1	2	13	0	-6	-2	5	-20	1
O=C(/C=C/c1ccccc1)NCc1cccnc1	1.1	6	-2	6	-4	-2	-6	8	11
O=C(CSCc1c(F)cccc1Cl)NNC(=S)NC1CCCCC1	0.5	12	-6	-8	-6	-2	17	2	7
FC(F)(F)c1cc(-c2cccs2)nc(-n2cc(Br)cn2)n1	-1.3	-8	-47	-3	-31	1	37	-7	-1
COc1ccc(/C=N/NC(=O)c2ccncc2)c(OC)c1	-0.3	11	-6	-11	4	1	-2	11	5
C=CCn1c(COc2cccc(C)c2)nnc1SC(C)C(=O)NC1CC1 (stereo unspecified)	0.6	7	1	2	5	-2	-2	19	-3
COc1ccc(OCC(=O)Nc2ccccc2C(=O)NC2CC2)cc1	-2.6	-4	0	4	-57	1	-6	-5	2
CCO[C@@H]1OC(C(=O)O)=C[C@H](c2ccc(C(F)(F)F)cc2)[C@H]1CCCO	-1.4	5	1	10	20	-5	16	27	-7
COc1ccccc1C1CCN(c2ccc([N+](=O)[O-])cn2)CC1	0.0	22	1	-2	-25	-2	-4	21	-3
Cc1cccc(CN2C(=O)N/C(=C/c3ccc(C)s3)C2=O)c1	0.4	4	13	8	-27	3	2	48	4
Cc1ccc(/C=C2\SC(=S)N(CCCC(=O)Nc3nccs3)C2=O)cc1	-4.5	9	-3	4	32	-2	12	32	4
COc1ccc(OC)c(NC(=O)N2CCCC(CNS(=O)(=O)c3cccs3)C2)c1 (stereo unspecified)	-0.7	20	-5	6	12	1	0	-5	0
CC1=C(C)[N+](=O)C2CCCCC2N1[O-] (stereo unspecified)	-0.7	-13	13	4	22	0	-4	4	-4
Cc1c(C(=O)N(Cc2ccc(N(C)C)cc2)C2CCS(=O)(=O)C2)oc2ccccc12 (stereo unspecified)	0.2	2	4	-1	14	-2	11	29	3

Carrying on:
SMILES	UPR CHOP act	CCR6 antag	Jurkat NFkB inh	CXCR6 inh	697 NFkB inh	UPR XBP1 act	Gli-Sufu block	Mdm2-MdmX inh	EBI2 block
C#CC(CC)(CC)NC(=O)c1nn(-c2ccccc2Cl)c(C)cc1=O	1.9	6	2	4	9	-2	5	-13	0
O=C(NCCC1=CCCCC1)C1CCN(S(=O)(=O)c2cccc3nonc23)CC1	-5.1	-4	-18	nt	-13	3	14	-1	nt
CCN(CC)S(=O)(=O)c1ccc(C(=O)Nc2nnc(-c3ccco3)o2)cc1	-1.1	16	-5	12	8	3	-11	34	2
Cc1ccc(S(=O)(=O)Cn2nnnc2C(c2ccc(F)cc2)N2CCC(C(N)=O)CC2)cc1 (stereo unspecified)	0.4	2	3	-8	18	-2	2	-8	0
Cc1cc(C)c(S(=O)(=O)c2ccccc2)c(N(C)C)n1	-0.1	7	-5	-1	8	-4	37	-10	2
O=C(CNC(=O)CNC(=O)c1ccc(Cl)cc1Cl)NCc1cccc(Cl)c1	1.2	-3	-8	4	-1	-1	-5	13	-5
CCOC(=O)Cc1csc(NC(=O)/C=C\c2ccccc2)n1	3.0	5	-9	-2	-32	5	-22	8	8
CCCN(CC(=O)Nc1ccccc1OC)C(=O)c1ccc(S(=O)(=O)Nc2ccccc2OC)cc1	nt	14	nt	10	nt	nt	11	nt	18
C=CCNC(=O)N1CCC(c2nc3ccccc3s2)CC1	-1.8	5	27	-13	-4	-5	-3	-23	2
Cc1cc(C(=O)N/N=C/c2ccc([N+](=O)[O-])o2)c(C)o1	1.6	-7	-5	-17	12	-2	4	12	-7
COc1ccc(/C=C/C(=O)NC(=S)N2CCN(C)CC2)cc1	0.6	6	18	-8	-3	-3	-9	11	4
COC(=O)C(/C=N/OCc1ccc([N+](=O)[O-])cc1)NC(=O)c1cccc(Cl)c1 (stereo unspecified)	-2.2	-17	-21	1	-21	5	-119	-25	-3
CCc1ccc(CNC(=O)C2CCN(c3nnc(C)c4c(C)n(-c5ccc(C)cc5)nc34)CC2)cc1	2.5	13	22	8	-52	10	6	89*	9
Cc1ccc(OCc2n[nH]c(=S)n2N)cc1C	0.0	6	-13	2	6	0	1	9	6
COc1ccccc1NC(=O)CSc1nc(O)c(Cc2ccccc2)c(=O)[nH]1	1.7	-2	3	-6	6	-6	1	16	3
COc1ccc2nc(-c3ccccc3)[nH]c2c1	1.2	-5	-109	3	-126	-3	-77	-207	0
COc1ccc(/C=C/C(=O)OCc2csc(-c3ccccc3)n2)cc1OC	0.7	15	-16	4	9	1	-11	16	-2

6 of the entries above in order of the CXCR6 inh value, descending.
smiles | CXCR6 inh
CCCN(CC(=O)Nc1ccccc1OC)C(=O)c1ccc(S(=O)(=O)Nc2ccccc2OC)cc1 | 10
CCc1ccc(CNC(=O)C2CCN(c3nnc(C)c4c(C)n(-c5ccc(C)cc5)nc34)CC2)cc1 | 8
COc1ccc(/C=C/C(=O)OCc2csc(-c3ccccc3)n2)cc1OC | 4
COC(=O)C(/C=N/OCc1ccc([N+](=O)[O-])cc1)NC(=O)c1cccc(Cl)c1 (stereo unspecified) | 1
CCOC(=O)Cc1csc(NC(=O)/C=C\c2ccccc2)n1 | -2
C=CCNC(=O)N1CCC(c2nc3ccccc3s2)CC1 | -13

Compounds as they come. About 5% of those tested had a hit in this group.
